# Source: PubChem (several laboratories)
# Hsp70 activator: Hsp70 transcriptional activation, primary screen. activation, % at 10 µM. HeLa Hsp70 promoter luciferase reporter, luminescence; scaled: vehicle 0, proteasome-inhibitor control 100%. AID 1203. 200,000 compounds, 0.04% hits;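 active = activation above the mean across all tested compounds plus 3 SD, cutoff set per campaign, cut at about 5.5% in these data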;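 also: 100% = MG132 at 30 µM as the positive control and 0% = DMSO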
# STAT3 act: increases IL-6 driven STAT3 reporter signal | U3A cells, IL-6 STAT3-luciferase reporter, luminescence; 100% = signal with IL-6 EC80 alone | activation (% of control), % at 5.6 µM | 190,000 compounds, 0.91% hits;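 active = activation above the screen-wide mean of compound activation plus 3 SD, cut at about 130% in these data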;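 also: 0% = background luminescence of wells with medium and substrate only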
#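 Material: human U3A cells carrying STAT3-luciferase construct. Measured by: reporter luminescence signal. Timing: compound 1 h, then IL-6 6 h at 37 °C.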
# Diaphorase inh: counter-screen for diaphorase-based assays: diaphorase inhibitors and chemical oxidizers | 190,000 compounds, 0.69% hits | inhibition, % at 20 µM | diaphorase resazurin-to-resorufin fluorescence, NADH, 16 min; bacterial (C. kluyveri) enzyme, not human;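 active = primary screen inhibition at 20 µM above a set limit, cut at about 50% in these data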;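 also: plate controls were DMSO with full reaction for no effect and wells lacking NADH for full effect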
#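 Test system: bacterial diaphorase enzyme (C. kluyveri); Quantity: 0.14 U/mL diaphorase, enzyme working solution; Times: reaction incubation of 16 min at room temperature; Measured by: fluorescence of resorufin formed from resazurin, Ex 544/Em 590 nm; Benchmarks: positive control minus NADH, DMSO neutral control.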
# STAT3 inh: inhibitors of IL-6 induced STAT3 signaling; inhibition, % at 5.5 µM; U3A cells, IL-6 STAT3-luciferase reporter, luminescence; host cell line lacks STAT1; 190,000 compounds, 0.89% hits;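 active = inhibition above the mean inhibition across all screened compounds plus 3 SD, cut at about 44% in these data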;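 also: 0% = DMSO only wells and 100% = 100 µM nifuroxazide control wells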
# STAT1 activator: STAT1 signaling activation. NIH 3T3 STAT1-luciferase reporter, IFN-gamma, luminescence; 100% = IFN-gamma alone, no compound. activation (% of control), % at 5.5 µM. 200,000 compounds, 2.6% hits;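 active = activation above the screen-wide mean activation plus 3 SD, cut at about 130% in these data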;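 also: raw ratio to IFN-gamma control signal so 100% means no change and 0% no light; values of inactives mirror those of a sister screen read the other way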
# G6PDH CS: inhibits Leuconostoc G6PDH, flagging false hits in G6PDH-based assays; Purified L. mesenteroides G6PDH, diaphorase/resazurin coupled fluorescence, 45 min; inhibition, % at 5 µM; 200,000 compounds, 0.12% hits; AID 1020; in the data active = inhibition above about 50%
# Diaphorase act: diaphorase activation or chemical reduction counter-screen; activation factor at 20 µM; Diaphorase/resazurin coupled assay, resorufin fluorescence, 16 min; stronger effect = higher value; 1 = vehicle wells, 0 = NADH-free wells; 190,000 compounds, 0.005% hits;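 active = diaphorase activity raised at least twofold by the compound at 20 µM; inactive = activation factor below 2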
#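 Material: purified diaphorase enzyme from Clostridium kluyveri / Medium: HEPES pH 7.4 buffer with MgCl2 and Tween 20 / Schedule: enzyme reaction of 16 min at room temperature / Measured by: resorufin fluorescence, excitation 544 nm, emission 590 nm / Evaluation: rise in resorufin formation, marking diaphorase activation or chemical reduction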
# TLR4-MyD88 BLA: inhibitors of human TLR4-MyD88 binding; HeLa CL3-4 TLR4/MyD88 BLA complementation, FRET ratio; AID 861; inhibition, % at 8.4 µM; 200,000 compounds, 0.18% hits; in the data active = inhibition above about 25%;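 also: 0% = vehicle and 100% = reference inhibitor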
# Target sequence (O00206 whole entry, looked up): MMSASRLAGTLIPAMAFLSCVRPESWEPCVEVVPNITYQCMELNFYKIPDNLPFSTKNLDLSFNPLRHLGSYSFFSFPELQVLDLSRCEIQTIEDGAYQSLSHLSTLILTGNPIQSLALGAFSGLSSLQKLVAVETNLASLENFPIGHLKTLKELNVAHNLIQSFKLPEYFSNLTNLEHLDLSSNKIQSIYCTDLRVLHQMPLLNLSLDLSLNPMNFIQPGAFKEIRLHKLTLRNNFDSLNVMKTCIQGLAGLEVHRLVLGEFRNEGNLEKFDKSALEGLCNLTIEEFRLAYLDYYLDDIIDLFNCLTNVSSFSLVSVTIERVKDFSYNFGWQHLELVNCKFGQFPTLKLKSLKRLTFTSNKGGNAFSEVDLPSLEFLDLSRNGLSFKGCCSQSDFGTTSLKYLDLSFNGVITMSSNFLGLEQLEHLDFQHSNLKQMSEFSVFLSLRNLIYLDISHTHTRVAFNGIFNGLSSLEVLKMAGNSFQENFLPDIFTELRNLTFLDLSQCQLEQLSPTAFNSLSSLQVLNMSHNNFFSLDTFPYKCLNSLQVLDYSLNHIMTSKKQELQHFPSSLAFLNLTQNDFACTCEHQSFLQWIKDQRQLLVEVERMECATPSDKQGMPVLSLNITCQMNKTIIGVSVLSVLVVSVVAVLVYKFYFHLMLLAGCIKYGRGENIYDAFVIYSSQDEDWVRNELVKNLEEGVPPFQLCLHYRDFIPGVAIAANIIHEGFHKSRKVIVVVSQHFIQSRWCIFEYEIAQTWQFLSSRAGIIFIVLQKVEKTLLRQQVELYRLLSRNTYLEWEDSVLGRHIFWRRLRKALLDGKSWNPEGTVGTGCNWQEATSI
# Target sequence (Q99836 whole entry, looked up): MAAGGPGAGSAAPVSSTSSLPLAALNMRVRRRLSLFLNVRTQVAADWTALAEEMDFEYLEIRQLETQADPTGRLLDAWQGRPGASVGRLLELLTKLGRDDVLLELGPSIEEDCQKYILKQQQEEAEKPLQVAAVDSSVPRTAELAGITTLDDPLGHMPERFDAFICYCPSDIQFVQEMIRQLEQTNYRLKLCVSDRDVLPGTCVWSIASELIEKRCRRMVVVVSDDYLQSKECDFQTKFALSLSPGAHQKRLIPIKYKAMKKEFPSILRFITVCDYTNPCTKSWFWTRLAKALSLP
# STAT1 blocker: inhibitors of IFN-gamma induced STAT1 signaling. NIH 3T3 STAT1-luciferase reporter, luminescence. inhibition, % at 5.5 µM. 200,000 compounds, 0.35% hits. AID 920;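 active = inhibition above a set limit, the mean inhibition across all tested compounds plus 3 SD, cut at about 34% in these data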;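 also: 0% = IFN-gamma with DMSO and 100% = IFN-gamma with 300 µM nifuroxazide; values of inactives mirror those of a sister screen read the other way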
# APP transl inh: APP translation inhibition; AID 1285; SH-SY5Y APP 5'UTR-luciferase reporter, luminescence; 190,000 compounds, 0.82% hits; inhibition, % at 2 µM;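 active = inhibition above a set limit, derived from the sample mean plus 3 SD, cut at about 45% in these data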; also: values of inactives mirror those of a sister screen read the other way
# Numbers without * were called inactive; · = not tested or not shown.
SMILES,Hsp70 activator,STAT3 act,Diaphorase inh,STAT3 inh,STAT1 activator,G6PDH CS,Diaphorase act,TLR4-MyD88 BLA,STAT1 blocker,APP transl inh
CCn1cnc2cc(NC(=O)c3ccco3)ccc21,0.2,98,11,6,135*,7,0.9,-21,-33,-53
O=C(NCc1ccc2c(c1)OCO2)c1ccc(S(=O)(=O)N2CCCCC2)cc1,-0.5,96,19,4,95,1,0.8,-7,6,-8
O=S(=O)(NCC(Nc1ccc(Cl)cc1)c1ccccc1)c1ccccc1 (configuration not stated),-0.1,98,22,0,103,-7,0.8,-8,-3,9
O=C(O)C1Cc2[nH]cnc2C(c2ccc(F)cc2)N1 (configuration not stated),0.0,107,-5,-7,100,5,1.1,-6,-2,-9
CN(C)CCN(Cc1cc2cc3c(cc2[nH]c1=O)OCCO3)C(=S)NCC1CCCO1 (configuration not stated),-0.2,99,50*,6,95,13,0.5,0,4,5
Cc1ccccc1C(=O)NC(=S)NCc1cccnc1,-0.3,94,6,10,97,16,0.9,-15,1,12
O=C1c2cccc3cc(Br)cc(c23)C(=O)N1Nc1ccccc1,0.0,95,-4,10,89,5,1,0,13,-6
c1ccc(-c2cc(-c3ccccc3)n3ncnc3n2)cc1,-0.2,99,15,8,91,0,0.8,19,8,27
CCCNC(=O)Cn1cnc2sc(C(=O)N3CCCC(C(=O)OCC)C3)c(C)c2c1=O (configuration not stated),-0.1,102,-4,-1,101,5,1,9,-1,-4
Cc1ccc(S(=O)(=O)Oc2ccc(/C=C(/NC(=O)c3ccccc3)C(=O)NCCC(=O)O)cc2)cc1,-0.5,94,-8,8,107,14,1.1,-1,-7,-13
CCSc1ccccc1C(=O)NCc1ccc(OC)cc1,0.1,101,13,-1,105,2,0.9,-2,3,·
Cc1ccc(/C=C/C(=O)Nc2cc(S(=O)(=O)N3CCCCCC3)ccc2OCC(F)(F)F)o1,-0.2,97,10,1,139*,5,0.9,-8,-44,3
CC(C)(C)NC(=O)CSc1nnc(C2CC2)n1-c1ccccc1,-0.2,106,8,-6,93,-1,0.9,-11,8,3
NNC(=O)CNC(=O)c1ccc(F)cc1,-0.2,98,10,2,111,5,0.9,4,-12,5
O=C(Nc1ccc(NC(=O)C2CC2)cn1)c1ccccc1Cl,-0.1,127,-4,-28,120,-6,1,16,-22,-18
CCOC(=O)C1CCCN(c2ncnc3c2cnn3-c2ccc(OC)cc2)C1 (configuration not stated),-0.1,74,22,33,122,-11,0.8,-3,-24,-50
CN(Cc1ccccc1)c1ncnc2c1cnn2-c1ccccc1,-0.3,87,23,19,150*,-7,0.8,-8,-54,-124
CCC(=Nc1ccc(N)cc1)C1=C(O)C(C(=O)OC)C(C)(C)CC1=O (configuration not stated),-0.2,89,26,19,110,5,0.7,-4,-11,·
COC(=O)C1=C(C)N(Cc2ccco2)C(=O)N[C@@H]1c1ccccc1,-0.3,93,16,5,98,17,0.8,-11,3,1
COc1cccc(CN2CCC(C(=O)N3CCN(c4ccccc4F)CC3)CC2)c1,-0.2,96,8,9,99,8,0.9,0,1,7
CCOc1ccccc1C(=O)Nc1ccsc1C(=O)OC,-0.1,101,22,-3,104,-3,0.8,3,-5,85*
O=C(COC(=O)c1ccco1)NCc1cccs1,-0.1,97,10,9,101,-1,0.9,5,-1,-9
COc1ccc(C2=NN(C3=NN=C(N)Cc4ncnn43)C(O)(C(F)(F)F)C2)cc1 (configuration not stated),-0.2,92,22,14,108,18,0.8,-1,-10,16
CCOc1ccc2nc(SC(CC)C(=O)Nc3cc(C)on3)sc2c1 (configuration not stated),0.4,95,14,12,86,3,0.9,-8,13,-2
C=CCNC(=O)c1onc(CSc2ccc(F)cc2)c1C(=O)O,-0.1,102,2,-1,108,0,1,14,-9,12
SMILES,Hsp70 activator,STAT3 act,Diaphorase inh,STAT3 inh,STAT1 activator,G6PDH CS,Diaphorase act,TLR4-MyD88 BLA,STAT1 blocker,APP transl inh
COc1ccc(-n2nnnc2SCC(=O)c2ccc3c(c2)OCCO3)c(OC)c1,-0.1,100,13,6,98,2,0.9,8,2,-2
CCN(CC)CCNC(=O)c1ccc(NC(=O)c2ccc(Cl)c(S(=O)(=O)Nc3ccccc3OC)c2)cc1,-0.1,102,4,7,97,-3,1,-5,5,18
Cc1cc2cc(C)c3nnc(SCC(=O)N4CCc5ccccc54)n3c2cc1C,-0.3,101,-1,2,93,3,1,-4,8,12
Cc1ccc(NC(N)=S)cc1,0.0,100,13,2,100,8,0.9,-5,0,1
Cc1cc(C(=O)C(=O)O)c(C)n1-c1ccc(Cl)cc1,0.0,100,-17,5,100,16,1.2,-19,-1,-12
O=C(Nc1c(Cl)cccc1Cl)c1cc(=O)n(Cc2ccccc2)c(=O)[nH]1,-0.3,110,8,-7,103,-1,0.9,-4,-3,1
CCn1cc(SCC(=O)NCc2ccc3c(c2)OCO3)c2ccccc21,0.1,108,11,-10,102,-12,0.9,6,-2,-2
C/C(=N\NS(=O)(=O)c1cccc([N+](=O)[O-])c1)c1cccnc1,-0.2,98,8,5,98,2,0.9,-2,1,-1
O=S(Cc1ccc(Cl)cc1)c1ncc(CO)n1Cc1ccccc1 (configuration not stated),-0.1,100,-8,9,92,-8,1.1,-1,9,19
C=CCOC(=O)C1=C[C@@H](c2ccc(C(F)(F)F)cc2)[C@H](CCCO)[C@@H](OCC)O1,-0.3,·,38,·,89,11,0.6,-16,13,4
CCOc1ccccc1N=C1SC(CC(=O)Nc2ccc(OC)cc2OC)C(=O)N1CCC1=CCCCC1 (configuration not stated),-0.2,102,25,-2,93,13,0.7,-4,8,13
C/C(=N\NC(=O)c1ccncc1)c1cc2ccccc2o1,-0.2,93,7,15,107,-3,0.9,-3,-9,4
O=C(COC(=O)CCc1c[nH]c(=O)[nH]1)Nc1ccccc1Cl,0.0,111,18,-10,99,-10,0.8,6,-2,16
O=C(Cn1c(=O)n(Cc2ccc3c(c2)OCO3)c(=O)c2ccccc21)N1CCCc2ccccc21,-0.1,114,20,-15,105,-3,0.8,0,-2,5
CCOc1c2ccc(C(=O)NCc3ccco3)cc2nn1CC,-0.2,106,10,1,100,5,0.9,3,0,5
Cc1cc(C(=O)NCc2ccc(S(N)(=O)=O)cc2)cs1,-0.1,94,8,10,99,-2,0.9,-14,2,-4
Cc1ccc(NCC(=O)N/N=C/c2cccc(Oc3ccccc3)c2)cc1,-0.3,102,14,-2,104,-16,0.9,9,-4,-1
Cc1onc(-c2ccccc2)c1C(=O)N1CCc2ccccc21,-0.1,110,3,-8,108,1,1,-2,-9,-7
Cc1cccc2c1CC(C)(C)NC2=C(C#N)C#N,-0.3,100,0,1,104,4,1,12,-5,1
COc1ccc(N(Cc2cc3cc(OC)ccc3[nH]c2=O)C(=O)C2CCCO2)cc1 (configuration not stated),0.1,104,10,0,103,0,0.9,12,-4,-17
CCCN=C(C)C1=C(O)c2ccccc2C1=O,0.7,97,-12,12,126,1,1.1,3,-29,-23
CCc1ccccc1Nc1nc(N)nc(CSc2nnnn2C)n1,0.2,107,6,0,104,12,0.9,-4,-4,4
O=C(O)C1Cn2c(nc3c(c2=O)C2(CCCC2)Cc2ccccc2-3)S1 (configuration not stated),-0.2,104,-4,-4,103,9,1,-11,-5,-21
CC1(C)C2CC=C(/C=N/NC(=O)c3ccccc3O)C1C2 (configuration not stated),0.0,101,1,0,101,-2,1,7,-2,6
COc1cc(C(=O)NCCC(=O)NCCCN2CCCCC2C)cc(OC)c1OC (configuration not stated),-0.2,102,14,1,94,16,0.9,-8,7,-13

# Compound profiles, from the list above:
# COc1cc(C(=O)NCCC(=O)NCCCN2CCCCC2C)cc(OC)c1OC (configuration not stated) is listed with Hsp70 activator: -0.2; STAT3 act: 102; Diaphorase inh: 14; STAT3 inh: 1; STAT1 activator: 94; G6PDH CS: 16; Diaphorase act: 0.9; TLR4-MyD88 BLA: -8; STAT1 blocker: 7; APP transl inh: -13
# O=C(O)C1Cn2c(nc3c(c2=O)C2(CCCC2)Cc2ccccc2-3)S1 (configuration not stated) is listed with Hsp70 activator: -0.2; STAT3 act: 104; Diaphorase inh: -4; STAT3 inh: -4; STAT1 activator: 103; G6PDH CS: 9; Diaphorase act: 1; TLR4-MyD88 BLA: -11; STAT1 blocker: -5; APP transl inh: -21

# (next part)
SMILES,Hsp70 activator,STAT3 act,Diaphorase inh,STAT3 inh,STAT1 activator,G6PDH CS,Diaphorase act,TLR4-MyD88 BLA,STAT1 blocker,APP transl inh
Cc1cc(NC(=O)c2cc(-c3ccc(C)s3)nc3ccccc23)no1,-0.1,92,8,18,95,7,0.9,-6,6,8
Cc1oc(C(=O)O)cc1COc1ccc2c3c(c(=O)oc2c1C)CCC3,-0.2,97,14,6,98,10,0.9,-1,2,-9
Cc1cc(NC(=O)CSc2nc(=O)cc(N)n2-c2ccc(Cl)cc2)no1,-0.3,102,9,4,92,11,0.9,-7,7,2
Clc1ccc2nc(C3CCN(Cc4nnnn4C4CCCCC4)CC3)[nH]c2c1,0.0,100,8,4,97,3,0.9,0,6,13
CC(C)c1ccccc1NS(=O)(=O)N(C)C,0.2,106,-2,4,101,14,1,-1,-3,-16
COC(=O)c1ccc(NC(=O)C2C3CCC(C3)C2C(=O)O)cc1 (configuration not stated),-0.2,96,7,9,104,16,0.9,4,-4,7
Cc1cccc(NC(=O)CCC(=O)NCCO)c1,-0.3,108,9,-7,94,3,0.9,9,2,-1
COc1cccc(NC(=O)C2CCN(S(C)(=O)=O)CC2)c1,-0.4,100,-10,2,100,-6,1.1,-11,0,25
CC(=O)NCc1cn2c(C)csc2n1,0.0,101,6,4,100,1,0.9,-5,-1,8
Cc1cc(C)nc(NC(=O)c2c(-c3ccccc3Cl)noc2C)c1,-0.2,101,14,4,100,0,0.9,4,0,8
Clc1nc(Nc2ccccc2)nc(Nc2ccccc2)n1,-0.2,101,21,-3,113,-30,0.8,12,-11,-18
COc1ccccc1NC(=O)Cc1csc(N)n1,-0.4,113,11,-11,100,5,0.9,0,0,-15
CCOC(=O)C1=C(C)C(c2ccccc2OC)NC(=O)N1 (configuration not stated),0.1,100,12,0,102,11,0.9,-4,-7,·
O=c1c2ccccc2c(-c2ccccc2)nn1-c1ccc(Cl)c(Cl)c1,-0.1,103,14,1,101,1,0.9,-13,-1,-5
COc1cc(CNc2ncn[nH]2)ccc1OCc1ccccc1C,0.1,111,11,-11,131*,10,0.9,7,-36,-5
O=C(O)CSc1nc(-c2ccccc2)nc2c1oc1ccccc12,0.0,106,12,-5,94,3,0.9,6,7,18
COc1cc(OC)c(NC(=O)c2ccco2)cc1Cl,-0.2,96,10,8,118,-3,0.9,-2,-20,-12
O=C1Nc2ccccc2/C1=N/c1sc2c(c1C(=O)NCCc1ccccc1)CCCC2,0.2,98,17,10,102,10,0.8,-6,-3,8
CCCNC(=O)OC[C@H]1O[C@H](CCO/N=C(\C)CCN2CCc3nc(-c4ccccc4)c(-c4ccccc4)cc3C2)C=C[C@@H]1Oc1ccc(OC)cc1,-0.2,107,19,-11,97,16,0.8,-5,3,-15
